# High-throughput results (PubChem)
# MEP2 TOR yeast – modulators of MEP2-GFP levels in yeast, primary screen, S. cerevisiae, multiplex flow cytometry, MLPCN library. S. cerevisiae MEP2-GFP strain, 3 h; 100% = DMSO control level. GFP response vs DMSO, % at 10 µM. actives 0.51% (n = 330,000);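 active means GFP response versus DMSO above a set limit, roughly screen mean plus 3 SD, cut at about 180% in these data; inconclusive means fewer than 70 cells counted for a yeast strain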;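 further: median GFP fluorescence of the barcode-gated MEP2-GFP cells per well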
# LAP4 TOR yeast – modulators of LAP4-GFP expression in yeast, primary screen, S. cerevisiae, multiplex flow cytometry, MLPCN library; GFP response vs DMSO, % at 10 µM; 3 h; median GFP as percent of DMSO wells; actives 0.34% (n = 320,000);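 active means GFP response vs DMSO above a set limit, about the screen mean plus 3 SD, cut at about 150% in these data; inconclusive means under 70 cell events counted for the yeast strain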
# Yeast superoxide – reduction of superoxide in aged yeast, primary screen, HTS. S. cerevisiae aged cells, superoxide DHE fluorescence; active compounds read low. superoxide response (% of plate mean), % at 10 µM. actives 0.18% (n = 330,000). AID 2690, 2010;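 active means superoxide response under a set limit, about three screen SD below normal, cut at about 65% in these data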;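 further: yeast aged for seven days with compound at 30 °C before DHE staining; 100% = average MFI of all compound-treated wells on the plate with controls excluded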
# CIT2 TOR yeast – modulators of CIT2-GFP expression in yeast, primary screen, S. cerevisiae, GFP fusion, multiplex flow cytometry, MLPCN library; S. cerevisiae CIT2-GFP strain, 3 h; 100 means same as DMSO wells; GFP response vs DMSO, % at 10 µM; actives 0.065% (n = 320,000); AID 2029, 2009;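 active means GFP response relative to DMSO above a set limit, near the screen mean plus 3 SD, cut at about 150% in these data; inconclusive means Fewer than 70 cells measured for a yeast strain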;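 further: ratio of well median GFP fluorescence to mean of DMSO wells on the plate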
# RPL19A-GFP yeast – RPL19A-GFP expression modulators in yeast, primary screen, cell-based, S. cerevisiae, multiplex flow cytometry, MLPCN; AID 2025, 2009; S. cerevisiae RPL19A-GFP strain, 3 h; active compounds read low; percent response vs DMSO, % at 10 µM; actives 0.3% (n = 330,000);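 active means percent response vs DMSO below 50%; inconclusive means fewer than 70 events counted for the yeast strain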;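 further: median channel GFP fluorescence of the barcoded RPL19A-GFP strain; ratio of sample median GFP to plate DMSO average so 100% = DMSO; lower means less RPL19A-GFP as with rapamycin TOR inhibition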
# VLA-4 inh – inhibition in human VLA-4 binding assay, primary screen, VLA-4 allosteric modulator project, MLPCN library, flow cytometry, VLA-4 expressing cells | Integrin alpha-4 (Homo sapiens), P13612 | ligand binding flow cytometry | inhibition, % (about 7 µM as worked out from the volumes in the protocol) | actives 0.2% (n = 330,000) | AID 2557, 2010; in the data active means inhibition above about 50%
# AGP1 TOR yeast – modulators of AGP1-GFP expression in yeast TOR pathway, primary screen, cell-based, multiplex flow cytometry, S. cerevisiae, MLPCN library; 3 h; GFP as percent of DMSO wells; GFP response vs DMSO, % at 10 µM; actives 0.02% (n = 320,000); AID 2066, 2009;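 active means GFP response relative to DMSO above a set limit, near screen average plus 3 SD, cut at about 150% in these data; inconclusive means fewer than 70 cells counted for the yeast strain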;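 further: median GFP channel fluorescence of the gated AGP1 strain per well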
# GRK2 aptamer HTS – compounds blocking aptamer binding on GRK2 – biochemical, human GRK2, bead flow cytometry, HTS, primary screen; FAM-aptamer displacement from GRK2; inhibition of aptamer binding, % at 10 µM; AID 488847, 2010; actives 0.59% (n = 330,000);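 active means inhibition of aptamer binding above 40%, roughly 3 SD of noise, on plates passing a quality check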;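 further: median bead fluorescence of bound FAM aptamer so fluorescent compounds give negative values; no value below 0 was filed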
# Target sequence (P25098 whole entry, looked up): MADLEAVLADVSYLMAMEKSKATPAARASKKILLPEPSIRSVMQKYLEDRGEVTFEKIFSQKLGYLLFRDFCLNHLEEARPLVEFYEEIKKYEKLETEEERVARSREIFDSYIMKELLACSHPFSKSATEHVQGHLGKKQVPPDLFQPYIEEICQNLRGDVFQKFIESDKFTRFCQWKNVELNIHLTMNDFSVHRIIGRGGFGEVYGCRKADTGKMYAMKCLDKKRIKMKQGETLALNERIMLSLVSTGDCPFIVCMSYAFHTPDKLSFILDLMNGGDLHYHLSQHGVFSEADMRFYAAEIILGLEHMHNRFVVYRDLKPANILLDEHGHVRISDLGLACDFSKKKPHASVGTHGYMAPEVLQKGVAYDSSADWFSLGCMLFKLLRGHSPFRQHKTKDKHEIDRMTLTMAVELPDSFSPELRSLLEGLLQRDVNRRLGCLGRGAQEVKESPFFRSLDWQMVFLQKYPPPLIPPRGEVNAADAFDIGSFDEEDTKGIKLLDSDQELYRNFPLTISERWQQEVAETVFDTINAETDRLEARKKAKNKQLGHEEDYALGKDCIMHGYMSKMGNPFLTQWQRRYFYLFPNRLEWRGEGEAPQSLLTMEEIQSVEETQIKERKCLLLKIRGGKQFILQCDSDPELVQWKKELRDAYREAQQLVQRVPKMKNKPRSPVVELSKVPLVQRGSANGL
# * hit, by the source's call; ? = inconclusive; . = not tested or not shown; [ ] = remark or other dose.
SMILES,MEP2 TOR yeast,LAP4 TOR yeast,Yeast superoxide,CIT2 TOR yeast,RPL19A-GFP yeast,VLA-4 inh,AGP1 TOR yeast,GRK2 aptamer HTS
O=C(C1CC(c2ccccc2O)=NO1)N1CCCC1 (stereo not drawn),99,96,106,92,94,19,96,0
O=C1CN(C(=O)c2ccc(Cl)c(S(=O)(=O)N3CCc4ccccc43)c2)c2ccccc2N1,91,105,98,102,99,2,107,1
Cn1c(=O)c2c(nc(NCc3cccnc3)n2Cc2cccc(C(F)(F)F)c2)n(C)c1=O,98,101,101,96,100,-7,100,3
COc1ccc(COn2c(=O)c(C)[n+]([O-])c3ccccc32)cc1OC,92,98,90,87,96,-35,99,1
Cc1ccccc1NC(=O)CSc1nc2cc3c(cc2cc1C)CCC3,96,101,91,88,92,-7,91,1
O=C(CCc1ccc(S(=O)(=O)NC2CCCCC2)cc1)NCc1ccc(Cl)cc1,135,117,98,122,84,3,106,0
COCCCN1C(=O)C(=O)/C(=C(/O)c2ccc3c(c2)CC(C)O3)C1c1cccnc1 (stereo not drawn),100,103,94,98,97,5,102,0
O=C(Cc1c(Cl)cccc1Cl)Nc1ccncc1Cl,?,88[may fluoresce red],97,86[may fluoresce red],?,5,90[may fluoresce red],4
CCOC(=O)c1c(NS(=O)(=O)Cc2ccccc2)sc2c1CCCC2,115,106,110,110,109,-2,108,0
S=C(Nc1cccnc1)N1CCN(c2ccccc2Cl)CC1,100,94,106,91,97,1,113,0
O=C(c1ccccn1)c1ncc(C(F)(F)F)cc1Cl,108,109,117,105,103,14,107,2
CCOc1ccc(N(C)C(=O)CCc2nnc3ccc(N4CCC5(CC4)OCCO5)nn23)cc1,105,102,93,102,102,7,100,3
CN(C(=O)CC1C(=O)NCCN1Cc1ccc(F)cc1Cl)C1CCCCC1 (stereo not drawn),103,93,112,98,102,1,97,1
O=C(C[n+]1ccc(/C=C/c2ccccc2)cc1)c1ccc2c(c1)OCCO2,91,104,102,93,93,5,100,0
COCn1c(COc2ccc3ccccc3c2)nc2ccccc21,95,108,78,90,94,-23,97,0
O=c1[nH]cnc2c1sc1nc(C(F)F)cc(-c3ccccc3)c12,101,99,100,99,99,-2,101,1
CCOc1ccc(N2C(=O)c3ccccc3C2O)cc1 (stereo not drawn),90,91,82,93,83,-7,86,1
CC1(c2ccc(OC(F)F)cc2)NC(=O)N(CC(=O)NC2CCCC2)C1=O (stereo not drawn),92,84,76,98,91,9,89,0
CCN1CCc2c(C#N)c(N3CCOCC3)nc(N3CCOCC3)c2C1,100,99,106,88,101,12,100,3
O=C(CCCC(=O)N(CC(=O)NC1CCCCC1)CC1CCCO1)Nc1ccccn1 (stereo not drawn),94,98,103,100,94,4,97,3
COc1ccc(C(=O)CSc2ccc(-c3ccccc3)nn2)cc1,85,97,89,82,98,8,84,0
COc1ccc(C2=NCCn3cccc32)c(OC)c1,104,98,109,102,99,-4,99,0
CCc1nc(CN2CCCC(C(=O)c3ccc4c5c(cccc35)CC4)C2)c(C)[nH]1 (stereo not drawn),109,98,112,101,107,6,101,0
CCc1cccc(C)c1NC(=O)C1CC=CCC1C(=O)O (stereo not drawn),102,106,93,100,96,-1,101,13
Cn1c(=O)c2c(nc(Oc3ccccc3Cl)n2C)n(C)c1=O,104,90,109,100,103,-4,97,2
SMILES,MEP2 TOR yeast,LAP4 TOR yeast,Yeast superoxide,CIT2 TOR yeast,RPL19A-GFP yeast,VLA-4 inh,AGP1 TOR yeast,GRK2 aptamer HTS
O=C1CN(C(=O)c2ccccc2F)c2ccccc2N1,89,92,103,95,98,-22,98,48*
Cn1c(=O)c2c(nc(SCCN3CCOCC3)n2Cc2ccc(F)cc2)n(C)c1=O,85,96,93,96,91,5,98,0
CCN1CCN(Cc2c(C)[nH]c3ccc(OC)cc3c2=O)CC1,92,89,98,84,87,22,87,0
Cc1c(C(=O)OCC(=O)N(C)c2ccccc2)oc2ccccc12,93,89,92,92,100,-5,92,0
CC1CC(C)CN(CCCNC(=O)Cn2cccc2C(=O)c2ccccc2)C1 (stereo not drawn),105,104,81,101,104,14,101,0
Cc1cccc(NC(=S)Nc2ccc(Oc3ccccc3)cc2)n1,105,90,104,104,106,7,101,0
O=C(O)c1cccc(OCCN2CCCC2=O)c1,110,94,101,103,108,18,99,0
O=C(CN1c2ccccc2Sc2ccccc21)N/N=C/c1ccc(Cl)cc1Cl,91,102,77,99,95,15,102,0
COC(=O)C(=C/C=C/N1CCOCC1)C(=O)OC,101,108,108,88,108,-4,104,2
N#Cc1c(N)nc(Sc2ccc(Cl)cc2)c(C#N)c1-c1ccccc1Cl,99,107,106,97,96,6,104,0
Cc1cc(C)c2c(N)c(C(=O)c3ccccc3)oc2n1,91,117,94,77,88,-8,.,1
COC(c1ccccc1)c1nnc(CCC(=O)NC2C3CC4CC(C3)CC2C4)o1 (stereo not drawn),109,100,86,102,105,-1,100,0
CCN(CC(=O)Nc1c(F)cccc1F)C(=O)/C=C/c1cn(Cc2ccccc2)nc1-c1cccnc1,96,90,102,105,78,4,91,0
N#Cc1nc(COc2ccc(F)cc2)oc1N1CCCCC1,96,116,99,72,96,-10,80,1
COc1ccc(Cl)cc1NC(=O)NC(C)c1ccncc1 (stereo not drawn),108,97,98,105,108,-11,111,0
O=C(COC(=O)c1cc(S(=O)(=O)N2CCCCC2)ccc1Cl)NC1CCS(=O)(=O)C1 (stereo not drawn),95,95,92,86,97,3,96,24
O=S1(=O)CCO[C@H]2Cc3ccccc3[C@H]2N1Cc1ccc(F)cc1,90,136,110,65,93,11,78,1
O=C(N/N=C/c1ccco1)c1cc(C2CC2)nc2ccccc12,111,100,92,114,103,1,104,0
Cc1ccc(/C=C/C(=O)Nc2ccc(N(C)C)cc2)o1,89,87,103,86,95,15,93,10
CSCCC(NC(=O)OC(C)(C)C)C(=O)NC(CC(C)C)C(N)=O (stereo not drawn),100,101,103,97,103,9,103,0
COc1ccccc1NC(=O)CSc1ncn(-c2ccccc2)n1,108,108,112,87,100,36,103,0
Cc1ccc(NS(=O)(=O)c2ccc(N/N=C/c3ccccc3OCC(=O)O)c([N+](=O)[O-])c2)c(C)c1,99,112,77,105,99,0,109,0
Cc1ccc(N=C2NC(=O)CC(C(=O)Nc3ccc4c(c3)OCO4)S2)cc1 (stereo not drawn),108,100,93,106,99,1,103,5
O=C(Nc1ccccn1)c1csc2c1CCCC2,106,105,107,110,102,-4,97,0
CCN(CC(=O)NCc1cccs1)C(=O)c1ccc(NS(=O)(=O)c2ccc(F)cc2)cc1,96,100,116,95,96,-3,103,0
SMILES,MEP2 TOR yeast,LAP4 TOR yeast,Yeast superoxide,CIT2 TOR yeast,RPL19A-GFP yeast,VLA-4 inh,AGP1 TOR yeast,GRK2 aptamer HTS
CCN1CCN(C(=O)CN(Cc2ccccc2)S(C)(=O)=O)CC1,103,96,101,.,100,-4,107,1
O=C(Cn1cccc1C(=O)c1ccccc1)NCc1ccc2c(c1)OCO2,92,93,98,88,97,0,101,0
Cc1ccc(NC(=O)CN(c2ccc3c(c2)OCO3)S(=O)(=O)c2c(C)n[nH]c2C)cc1,105,100,103,96,102,14,100,0
CC(C)C(OC(=O)CN1C(=O)c2ccccc2C1=O)C(=O)NC1CCCC1 (stereo not drawn),102,103,84,103,103,2,108,0
C=CCN(CC(=O)NC1CCS(=O)(=O)C1)S(=O)(=O)c1ccccc1C(F)(F)F (stereo not drawn),90,111,98,101,97,-18,99,0
O=C(CCSc1nnc2ccccn12)Nc1ccc2c(c1)OCO2,103,113,99,94,97,-2,102,2
CC(C)Oc1ccc(CNC(=S)Nc2ccccc2)cc1Cl,94,98,102,92,99,-1,98,3
CCN(C(=O)CSc1cc(C)c2ccc(OC)cc2n1)C1CCS(=O)(=O)C1 (stereo not drawn),94,109,93,88,93,0,99,4
CCSc1nc2ccccc2n1CC(=O)N1CCOCC1,104,91,97,102,101,1,97,1
O=C(Cn1cnc2ccccc2c1=O)NNC(=O)c1ccccc1,95,104,116,98,99,-1,103,0
O=C(O)[C@H]1CCCC[C@H]1C(=O)Nc1ccc(S(=O)(=O)N2CCCCC2)cc1,105,100,102,104,102,1,97,2
COc1ccc(C(=O)NN=C2CCCC2)c(OC)c1,107,93,113,104,102,-21,96,0
COCC(C)NC(=O)CCc1nnc(C2(c3ccc(Cl)cc3)CCC2)o1 (stereo not drawn),104,96,107,98,106,13,96,0
CCO[C@H]1OC(C(N)=O)=C[C@@H](C2CCCCC2)[C@@H]1CCCO,105,94,103,95,99,40,101,1
C=CCOc1c(Br)cc(CNn2c(C)n[nH]c2=S)cc1OC,99,82,97,120,108,0,110,2
Cc1n[nH]c(C)c1Sc1ccccc1N,96,101,98,111,101,4,110,0
Cc1ccc(CNC(=O)c2ccccc2SCC(=O)NCC2CCCCC2)cc1,104,88,113,101,99,14,99,0
Cc1ccc(CN2CCN(/N=C\C=C\c3ccccc3)CC2)cc1,98,99,88,97,96,10,.,2
CCC1CCCCN1C(=O)c1c(-c2ccccc2)noc1C (stereo not drawn),101,99,106,99,101,1,96,1
O=C(CCCn1c(SCc2cccc([N+](=O)[O-])c2)nc2ccccc2c1=O)NCC1CCCO1 (stereo not drawn),106,98,100,108,102,29,105,2
CN(C)/C=N/c1cnc(C(=O)c2ccc(Cl)cc2)n1C,94,94,90,84,94,-10,95,0
Cc1cc(C)c(S(=O)(=O)NC2CC(C)(C)NC(C)(C)C2)cc1Br,106,100,97,104,103,5,104,0
CC(C)CC(NC(=O)C(NC(=O)OC(C)(C)C)C(C)C)C(N)=O (stereo not drawn),100,98,80,95,95,11,98,0
N#C/C(=C(/O)c1ccco1)c1nc2ccccc2[nH]1,104,104,97,102,101,2,101,2
O=C(Nc1ccc(S(=O)(=O)NCC2CCCO2)cc1)C1CC(=O)N(c2ccccc2)C1 (stereo not drawn),106,96,100,103,108,-1,103,4

# Entries shown so far that have a cyano group:
SMILES,MEP2 TOR yeast,LAP4 TOR yeast,Yeast superoxide,CIT2 TOR yeast,RPL19A-GFP yeast,VLA-4 inh,AGP1 TOR yeast,GRK2 aptamer HTS
CCN1CCc2c(C#N)c(N3CCOCC3)nc(N3CCOCC3)c2C1,100,99,106,88,101,12,100,3
N#Cc1c(N)nc(Sc2ccc(Cl)cc2)c(C#N)c1-c1ccccc1Cl,99,107,106,97,96,6,104,0
N#Cc1nc(COc2ccc(F)cc2)oc1N1CCCCC1,96,116,99,72,96,-10,80,1
N#C/C(=C(/O)c1ccco1)c1nc2ccccc2[nH]1,104,104,97,102,101,2,101,2

# The list continues.
SMILES,MEP2 TOR yeast,LAP4 TOR yeast,Yeast superoxide,CIT2 TOR yeast,RPL19A-GFP yeast,VLA-4 inh,AGP1 TOR yeast,GRK2 aptamer HTS
O=c1[nH]n2c(=O)c3c([nH]c2c1N=Nc1cccc(Cl)c1)CCC3,97,96,112,96,98,33,99,12
CCOC(=O)N1CCN(C(=O)CCCOc2ccccc2)CC1,107,103,100,101,103,9,110,3
C=Cc1ccc(Cn2nc(-c3ccccc3)ccc2=O)cc1,103,109,117,96,103,4,81,2
CN(C)S(=O)(=O)c1cccc(NC(=O)COC(=O)c2cc(-c3cccc(Br)c3)nc3ccccc23)c1,107,99,109,102,100,18,99,0
c1ccc([C@H]2CN3CCSC3=N2)cc1,96,118,103,87,105,6,91,3
O=C(c1ccc(F)cc1)N(NC(=O)C(O)(c1ccccc1)c1ccccc1)c1ccccc1,93,83,92,93,91,-2,86,0
